E-sel TNF inh – E-selectin induction blockers in HUVEC – imaging, immunofluorescence, high content, primary screen; actives 0.71% (n = 120,000); inhibition, % at 2 µM; HUVEC TNFa-induced E-selectin immunofluorescence;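 active means inhibition above the batch mean plus 3 SD, and confirmed as a hit on visual image review, cut at about 43% in these data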;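 further: 0% = TNF-stimulated DMSO wells and 100% = unstimulated control wells; not every result past the cut was called active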
PTEN del growth – growth suppression of PTEN-null HCT116, primary screen, cell-based, CellTiter-Glo | HCT116 PTEN-null viability, 60 h; active compounds read low | viability, % at 10 µM | actives 1.2% (n = 140,000);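 active means viability at or below a set limit, 4 SD under the median of all tested compounds, cut at about 3.7% in these data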;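 further: PTEN knockout HCT116 line with beta catenin targeted HCT116 as companion control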
Yeast growth inh – growth inhibitors of yeast BB579 in restrictive medium, primary screen, yeast lifespan-shortening project, S. cerevisiae. actives 0.51% (n = 140,000). inhibition, % at 10 µM. OD615, 48 h;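 active means inhibition above a set limit, 3 SD over the mean compound inhibition, cut at about 44% in these data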; further: inactives centre near -24
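Test system: DeaD yeast strain BB579 / Buffer or medium: restrictive glucose-based CSMM-D medium / Doses: single 10 µM dose / Schedule: 4 h cell preincubation, 48 h compound exposure, 30 °C humidified / Technique: culture absorbance at 615 nm / Controls: amphotericin B positive control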
NPY Y2 blocker – NPY-Y2 receptor antagonists, primary screen, cell-based | Neuropeptide Y receptor type 2 (Homo sapiens), P49146 | NPY-Y2 expressing cells, antagonist mode | inhibition, % at 2.7 µM | actives 0.99% (n = 140,000) | AID 793, 2007; in the data active means inhibition above about 17%;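 further: 0% = vehicle with agonist challenge and 100% = reference antagonist with challenge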
Target sequence (P49146 whole entry, looked up): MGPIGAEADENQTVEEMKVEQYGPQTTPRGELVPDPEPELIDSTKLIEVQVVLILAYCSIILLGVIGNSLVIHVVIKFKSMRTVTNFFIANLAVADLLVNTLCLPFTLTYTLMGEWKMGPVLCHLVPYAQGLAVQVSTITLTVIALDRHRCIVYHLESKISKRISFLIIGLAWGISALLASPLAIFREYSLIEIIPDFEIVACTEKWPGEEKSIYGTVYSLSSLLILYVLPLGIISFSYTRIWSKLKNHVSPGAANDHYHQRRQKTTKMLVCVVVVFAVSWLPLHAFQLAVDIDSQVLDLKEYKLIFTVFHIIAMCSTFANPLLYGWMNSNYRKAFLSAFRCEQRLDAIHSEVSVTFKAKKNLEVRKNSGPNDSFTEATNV
Measles CPE – compounds protecting cells from measles virus cytopathic effect, primary screen, measles RdRp inhibitor project, single point, MLSMR library, absorbance; Measles virus-infected cells, CPE protection; actives 1.5% (n = 140,000); protection (pct of control), % at 4 µM; in the data active means protection mostly above about 24%, no sharp cut-off; inactive means mostly below about 26%; further: some compounds called inactive have numbers as strong as hits
MRP1 act – H69AR viability gain despite doxorubicin, primary screen, MRP-1 activator project, H69AR cells, CellTiter-Glo; viability rescue; viability increase, % at 10 µM; actives 0.61% (n = 140,000); AID 799, 2007;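 active means viability gain under doxorubicin at or above a set limit, the compound median plus 3 SD, cut at about 4.7% in these data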;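 further: MRP-1 overexpressing cells given doxorubicin 25 µM after compound pretreatment; 18-22 h compound pretreatment then 72 h with doxorubicin before readout; 0% = doxorubicin-only wells and 100% = vehicle-treated cells without doxorubicin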
Yeast lifespan up – compounds extending yeast replicative lifespan, primary screen, S. cerevisiae, OD615. S. cerevisiae growth with nicotinamide; deaD strain in restrictive glucose medium. inhibition of the nicotinamide effect, % at 10 µM. actives 0.68% (n = 130,000). AID 775, 2007;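 active means inhibition above a set limit, placed 3 SD over the median of all compounds, cut at about 26% in these data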;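 further: 0% = nicotinamide-treated wells and 100% = cells grown without nicotinamide; some compounds called inactive have numbers as strong as hits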
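Assay system: engineered S. cerevisiae DeaD replicative-lifespan strain, galactose-grown log-phase cells; medium: restrictive CSMM-D dextrose medium; also added: nicotinamide, 1.5 mM, co-present with compound; schedule: 48 h compound exposure at 30 °C, humidified; detection: absorbance at 615 nm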
HCT116 bCat-KO – primary screen for growth suppressors in beta-catenin knockout HCT116 cells (colon tumor, human); actives 1.5% (n = 140,000); HCT116 beta-catenin knockout viability, CellTiter-Glo, 60 h; active compounds read low; AID 818, 2007; viability, % at 10 µM;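 active means viability at or under a set limit, the compound median less 4 SD, cut at about 6% in these data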;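 further: 0% = Hyamine 1622 control at 20 µM and 100% = untreated cell control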
GALR2 blocker – GALR2 antagonists in receptor-expressing cells, primary screen | antagonist mode | actives 0.39% (n = 140,000) | Galanin receptor type 2 (Homo sapiens), O43603 | inhibition, % at 4 µM; in the data active means inhibition above about 27%;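 further: cells stimulated with galanin 1-16 at roughly its EC80; 0% = agonist challenge control and 100% = basal control without agonist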
Target sequence (O43603 whole entry, looked up): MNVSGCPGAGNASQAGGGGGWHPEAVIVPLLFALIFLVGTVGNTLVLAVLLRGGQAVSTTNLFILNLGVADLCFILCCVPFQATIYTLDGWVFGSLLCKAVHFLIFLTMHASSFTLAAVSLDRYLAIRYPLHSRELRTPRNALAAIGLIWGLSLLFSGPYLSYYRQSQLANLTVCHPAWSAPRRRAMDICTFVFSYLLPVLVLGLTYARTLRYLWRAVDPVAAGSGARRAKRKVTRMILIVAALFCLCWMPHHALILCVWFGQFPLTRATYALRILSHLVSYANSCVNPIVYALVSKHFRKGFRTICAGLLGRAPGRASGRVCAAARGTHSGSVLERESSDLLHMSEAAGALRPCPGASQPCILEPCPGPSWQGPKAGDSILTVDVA
Phagocyt inh – inhibitors of macrophage phagocytosis, primary screen, imaging, J774A.1 cells, IgG beads; inhibition, % at 5 µM; actives 0.07% (n = 110,000); J774A.1 macrophage IgG-bead phagocytosis;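 active means inhibition above the mean of the plate negative controls plus 5 SD, cut at about 13% in these data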;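 further: phagocytic index as fraction of beads internalized from green versus red external bead signal; plate controls were DMSO negative control for no effect and cytochalasin-D positive control for full effect; some results beyond the cut were filed as inactive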
An asterisk follows results filed as active.

Start of the data: the first 2 entries, to show the layout:
How did CCCSC1=C(C#N)C(c2ccccc2C)CC(=O)N1 (stereo unspecified) do in these assays?
PTEN del growth: 93.3; Yeast growth inh: -61.1; NPY Y2 blocker: -1.2; Measles CPE: 10.2; MRP1 act: -0.3; Yeast lifespan up: -6.0; HCT116 bCat-KO: 95.7; GALR2 blocker: -2.3; Phagocyt inh: 2.4

Results for O=[N+]([O-])c1ccc2c(c1)OCCOCCOCCOCCOCCOCCO2 ?
PTEN del growth: 90.8; Yeast growth inh: -36.9; NPY Y2 blocker: -2.1; Measles CPE: 18.3; MRP1 act: -1.2; Yeast lifespan up: 3.4; HCT116 bCat-KO: 83.4; GALR2 blocker: 9.1; Phagocyt inh: -8.2

This part in full (from the top)
How did CCCSC1=C(C#N)C(c2ccccc2C)CC(=O)N1 (stereo unspecified) do in these assays?
PTEN del growth: 93.3; Yeast growth inh: -61.1; NPY Y2 blocker: -1.2; Measles CPE: 10.2; MRP1 act: -0.3; Yeast lifespan up: -6.0; HCT116 bCat-KO: 95.7; GALR2 blocker: -2.3; Phagocyt inh: 2.4

Results for O=[N+]([O-])c1ccc2c(c1)OCCOCCOCCOCCOCCOCCO2 ?
PTEN del growth: 90.8; Yeast growth inh: -36.9; NPY Y2 blocker: -2.1; Measles CPE: 18.3; MRP1 act: -1.2; Yeast lifespan up: 3.4; HCT116 bCat-KO: 83.4; GALR2 blocker: 9.1; Phagocyt inh: -8.2

How did O=C(CN1C(=O)C2C3CCC(C3)C2C1=O)Oc1ccc2ccccc2c1 (stereo unspecified) do in these assays?
PTEN del growth: 86.0; Yeast growth inh: -49.1; NPY Y2 blocker: 1.5; Measles CPE: 1.9; MRP1 act: -2.2; Yeast lifespan up: 1.6; HCT116 bCat-KO: 85.5; GALR2 blocker: 19.6; Phagocyt inh: -9.6

Results for COc1cc(OC)nc(Oc2ccccc2C(=O)Oc2ccc(F)cc2Cl)n1 ?
E-sel TNF inh: 10.2; PTEN del growth: 100.8; Yeast growth inh: -96.7; NPY Y2 blocker: -2.8; Measles CPE: 16.8; MRP1 act: -1.4; Yeast lifespan up: 7.8; HCT116 bCat-KO: 95.7; GALR2 blocker: -6.0

What do the screens show for `Cc1ccc(S(=O)(=O)CCC(=O)Nc2cccc(C)c2)cc1`?
E-sel TNF inh: -48.5; PTEN del growth: 98.2; Yeast growth inh: -8.3; NPY Y2 blocker: 3.1; Measles CPE: 20.6; MRP1 act: -0.9; Yeast lifespan up: 9.1; HCT116 bCat-KO: 99.4; GALR2 blocker: 7.9; Phagocyt inh: -7.9

Results for CC(C)(C)n1nc2c(c1NC(=O)Cc1cccs1)CSC2 ?
E-sel TNF inh: 7.3; PTEN del growth: 87.0; Yeast growth inh: -20.5; NPY Y2 blocker: 3.2; Measles CPE: 20.3; MRP1 act: -1.2; Yeast lifespan up: -9.9; HCT116 bCat-KO: 98.0; GALR2 blocker: -12.0; Phagocyt inh: -0.5

What do the screens show for `Cc1cccc(N2CCN(C(=O)/C=C/c3cccs3)CC2)c1C`?
E-sel TNF inh: 6.7; PTEN del growth: 82.3; Yeast growth inh: -25.2; NPY Y2 blocker: 9.2; Measles CPE: 8.5; MRP1 act: 1.5; Yeast lifespan up: -1.9; HCT116 bCat-KO: 81.9; GALR2 blocker: 11.0; Phagocyt inh: -4.6

Results for COc1ccc(NC(=O)c2ccccc2C)c(OC)c1 ?
PTEN del growth: 100.7; Yeast growth inh: 3.9; NPY Y2 blocker: 3.9; Measles CPE: 2.4; MRP1 act: 2.5; Yeast lifespan up: -0.2; HCT116 bCat-KO: 89.7; GALR2 blocker: -9.6; Phagocyt inh: 0.0

How did Cc1cccc(-c2noc(CCCC(=O)N3CCOCC3)n2)c1 do in these assays?
E-sel TNF inh: -4.4; PTEN del growth: 89.5; Yeast growth inh: -21.3; NPY Y2 blocker: -0.1; Measles CPE: 6.2; MRP1 act: -4.3; Yeast lifespan up: -18.2; HCT116 bCat-KO: 93.8; GALR2 blocker: -8.2

What do the screens show for `CC(C)OC(=O)CSc1ncnc2c1cnn2Cc1ccccc1`?
E-sel TNF inh: 12.1; PTEN del growth: 86.5; Yeast growth inh: -15.1; NPY Y2 blocker: 3.2; Measles CPE: 33.3*; MRP1 act: -3.4; Yeast lifespan up: -3.2; HCT116 bCat-KO: 88.7; GALR2 blocker: -1.3; Phagocyt inh: -0.5

What do the screens show for `CCC(Sc1nnnn1-c1ccccc1)C(=O)Nc1nc2ccccc2s1` (stereo unspecified)?
E-sel TNF inh: 5.8; PTEN del growth: 90.2; Yeast growth inh: -40.6; NPY Y2 blocker: 5.1; Measles CPE: 23.0; MRP1 act: -3.2; Yeast lifespan up: -2.3; HCT116 bCat-KO: 91.8; GALR2 blocker: 8.3

How did S=C(NCCc1ccccc1)N1CCN(Cc2ccccc2)CC1 do in these assays?
E-sel TNF inh: 10.9; PTEN del growth: 89.0; Yeast growth inh: -3.0; NPY Y2 blocker: -0.6; Measles CPE: 25.4; MRP1 act: -3.2; Yeast lifespan up: -2.3; HCT116 bCat-KO: 88.8; GALR2 blocker: -7.8

How did COC(=O)c1c(N2C(=O)[C@H]3[C@@H](C2=O)[C@]2(C(=O)Nc4c(C)cccc42)N2CCC[C@@H]32)sc(C)c1C do in these assays?
PTEN del growth: 83.2; Yeast growth inh: -30.1; NPY Y2 blocker: 5.4; Measles CPE: 11.6; MRP1 act: -2.0; Yeast lifespan up: 0.0; HCT116 bCat-KO: 79.0; GALR2 blocker: -1.5; Phagocyt inh: 1.2

Results for CCOC(=O)C(C)Sc1ncnc2c1nnn2-c1ccc(F)cc1 (stereo unspecified) ?
PTEN del growth: 86.8; Yeast growth inh: -25.9; NPY Y2 blocker: 0.4; Measles CPE: 8.3; MRP1 act: -1.8; Yeast lifespan up: -7.2; HCT116 bCat-KO: 84.8; GALR2 blocker: -6.1; Phagocyt inh: -1.4

What do the screens show for `Cc1cc(C(=O)COC(=O)Cn2cnc3c2c(=O)n(C)c(=O)n3C)c(C)n1C`?
E-sel TNF inh: 13.3; PTEN del growth: 97.4; Yeast growth inh: -37.4; NPY Y2 blocker: -0.2; Measles CPE: 11.8; MRP1 act: -1.9; Yeast lifespan up: -1.1; HCT116 bCat-KO: 91.5; GALR2 blocker: -19.5; Phagocyt inh: 0.0

How did CCOC(=O)c1ccc(N2Cc3ccccc3C2)cc1O do in these assays?
E-sel TNF inh: 20.5; PTEN del growth: 88.5; Yeast growth inh: -31.8; NPY Y2 blocker: 3.2; Measles CPE: 11.4; MRP1 act: 1.1; Yeast lifespan up: -14.3; HCT116 bCat-KO: 95.5; GALR2 blocker: 1.0; Phagocyt inh: -1.9

How did O=C(CCCn1c(=S)[nH]c2ccccc2c1=O)N1CCCCC1 do in these assays?
E-sel TNF inh: 6.4; PTEN del growth: 86.0; Yeast growth inh: 18.4; NPY Y2 blocker: 3.3; Measles CPE: 5.5; MRP1 act: -1.5; Yeast lifespan up: -11.8; HCT116 bCat-KO: 94.6; GALR2 blocker: 3.8; Phagocyt inh: -0.6

What do the screens show for `O=C(CN1CCC(n2nnc3cc(F)ccc32)CC1)NCCc1ccccc1`?
E-sel TNF inh: 9.4; PTEN del growth: 91.6; Yeast growth inh: -39.3; NPY Y2 blocker: 0.5; Measles CPE: 16.7; MRP1 act: -0.8; HCT116 bCat-KO: 82.3; GALR2 blocker: 6.1

What do the screens show for `O=C(O)CP(=O)(O)O`?
PTEN del growth: 89.9; Yeast growth inh: -29.5; NPY Y2 blocker: 2.1; Measles CPE: 1.4; MRP1 act: -1.5; Yeast lifespan up: 3.9; HCT116 bCat-KO: 105.8; GALR2 blocker: 10.1

Results for O=C(Cc1ccc(Cl)cc1)Nc1ccccc1CO ?
E-sel TNF inh: 2.0; PTEN del growth: 95.6; Yeast growth inh: -30.7; NPY Y2 blocker: 0.2; Measles CPE: 2.8; MRP1 act: 1.2; Yeast lifespan up: -20.9; HCT116 bCat-KO: 93.6; GALR2 blocker: 1.9; Phagocyt inh: -0.5

What do the screens show for `Cc1nc(N2CCOCC2)nc(N2CCCC2)c1[N+](=O)[O-]`?
E-sel TNF inh: -3.1; PTEN del growth: 105.1; Yeast growth inh: -55.4; NPY Y2 blocker: 3.9; Measles CPE: 3.0; MRP1 act: -0.4; Yeast lifespan up: -3.5; HCT116 bCat-KO: 88.6; GALR2 blocker: 2.9; Phagocyt inh: -3.1

How did CCC(Sc1nnnn1-c1ccccc1)C(=O)NC(C)c1ccccc1 (stereo unspecified) do in these assays?
E-sel TNF inh: -15.9; PTEN del growth: 98.8; Yeast growth inh: -37.6; NPY Y2 blocker: -0.9; Measles CPE: 34.0; MRP1 act: 0.1; Yeast lifespan up: 1.7; HCT116 bCat-KO: 99.9; GALR2 blocker: 2.6; Phagocyt inh: 0.1

Results for Cc1cc(NC(=O)c2ccc3nc(-c4ccccc4)c(-c4ccccc4)nc3c2)no1 ?
E-sel TNF inh: -10.7; PTEN del growth: 51.1; Yeast growth inh: -70.1; NPY Y2 blocker: 1.3; Measles CPE: 2.4; MRP1 act: -0.3; Yeast lifespan up: -7.8; HCT116 bCat-KO: 50.9; GALR2 blocker: 3.8; Phagocyt inh: 2.3

How did COc1ccc(-c2csc(N3CCC(c4ccccc4)C3)n2)cc1 (stereo unspecified) do in these assays?
E-sel TNF inh: -8.4; PTEN del growth: 88.3; Yeast growth inh: -50.7; NPY Y2 blocker: 0.6; Measles CPE: 3.0; MRP1 act: 0.8; Yeast lifespan up: -25.6; HCT116 bCat-KO: 95.8; GALR2 blocker: 11.0

Results for Cc1cccc(OCc2nnc(SCc3cc(=O)n4cc(Br)ccc4n3)o2)c1 ?
PTEN del growth: 71.0; Yeast growth inh: -25.1; Measles CPE: 5.5; MRP1 act: -3.9; Yeast lifespan up: -31.6; HCT116 bCat-KO: 94.3; Phagocyt inh: -0.5

How did COc1ccc(-c2noc(-c3ccccc3F)n2)cc1 do in these assays?
E-sel TNF inh: 27.7; PTEN del growth: 82.0; Yeast growth inh: -12.1; NPY Y2 blocker: 2.6; Measles CPE: 1.9; MRP1 act: -2.4; Yeast lifespan up: -13.2; HCT116 bCat-KO: 74.6; GALR2 blocker: -1.7

How did O=C(CSc1nc2c(c(=O)[nH]1)CN(Cc1ccc(F)cc1)CC2)Nc1ccc(F)cc1 do in these assays?
E-sel TNF inh: 14.8; PTEN del growth: 95.8; Yeast growth inh: -57.3; NPY Y2 blocker: 7.1; Measles CPE: 6.2; MRP1 act: 0.6; Yeast lifespan up: 4.5; HCT116 bCat-KO: 81.8; GALR2 blocker: -13.0; Phagocyt inh: 0.4

Assay outcomes (PubChem)
